# Screening data from PubChem.
# USP1 inh: USP1/UAF1 (human) deubiquitinase inhibition; O94782; recombinant USP1/UAF1, Ub-Rhodamine cleavage fluorescence; Potency, µM (titrated, usually from 57.1 µM), for inactives: at the top dose activity change, negative = inhibition, actives largely listed as inhibitors; 0.23% of 390,000 active; AID 743255; also: % is scaled to controls: 0 for no effect and ±100 for the full control effect; nearly all actives have a fitted effect of over 60% in size; inactives centre near -12
#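 USP1/UAF1 complex (1 nM) preincubated 15 min at room temperature with compound, then Ub-Rho substrate (150 nM final) added. Kinetic fluorescence at 480/540 nm over 6 reads at 60 s intervals; 50 mM HEPES pH 7.8, 0.5 mM EDTA, 0.1 mg/ml BSA, 1 mM TCEP, 0.01% Tween-20.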
# 12-LOX inh: ALOX12 (human) lipoxygenase inhibition; P18054; purified 12hLO, xylenol orange hydroperoxide absorbance; Potency, µM (series often up to 108 µM), without a hit: top-dose activity change, negative = inhibition, most hits filed as inhibitors; 1.1% of 580,000 active; AID 1671190; also: % is scaled to controls: 0 for no effect and ±100 for the full control effect
#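 Purified human 12hLO (150 nM final) in 25 mM Hepes, 0.01% Triton X-100, pH 7.0 was preincubated 15 min at room temperature with compound. Then 40 uM arachidonic acid was added, 30 min. Hydroperoxide was read by Fe-XO absorbance ratio 573/405 nm.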
# IDH1 R132H inh: blocks human mutant IDH1 R132H enzyme; O75874; Potency, µM (titrated, usually from 76.6 µM), for the others: top-dose activity change, negative = inhibition, most hits filed as inhibitors; IDH1-R132H enzyme, NADPH consumption, diaphorase/resazurin fluorescence; 0.093% of 390,000 active; also: % is scaled to controls: 0 for no effect and ±100 for the full control effect; nearly all actives have a fitted effect of over 65% in size
# Target sequence (O75874 whole entry R132H, stated change not applied): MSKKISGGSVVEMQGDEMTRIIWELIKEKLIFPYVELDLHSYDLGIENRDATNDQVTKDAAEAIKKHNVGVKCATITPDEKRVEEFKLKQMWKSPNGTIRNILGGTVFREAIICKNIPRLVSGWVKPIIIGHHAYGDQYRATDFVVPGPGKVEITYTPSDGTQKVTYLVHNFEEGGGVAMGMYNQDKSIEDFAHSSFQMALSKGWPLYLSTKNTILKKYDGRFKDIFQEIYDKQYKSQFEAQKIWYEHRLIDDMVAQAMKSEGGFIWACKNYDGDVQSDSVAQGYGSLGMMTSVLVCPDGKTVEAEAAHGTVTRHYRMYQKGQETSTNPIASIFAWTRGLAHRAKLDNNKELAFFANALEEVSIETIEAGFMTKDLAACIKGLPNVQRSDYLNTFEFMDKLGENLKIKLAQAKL
#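 IDH1-R132H (0.5 ug/mL) preincubated 30 min with compound, then NADPH (0.016 mM) and alpha-KG (2 mM) added; 80 min at RT, pH 7.5. Remaining NADPH coupled via diaphorase/resazurin to fluorescence (540/590 nm); concentration-response curves normalized to no-enzyme control.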
# RGS4 inh: blocks human RGS4-accelerated GTP hydrolysis. P49798. Transcreener GDP fluorescence polarization, RGS4-accelerated GTP hydrolysis. Potency, µM (titrated, usually from 114 µM), for the others: at the top dose activity change, negative = inhibition, actives largely listed as inhibitors. 0.039% of 390,000 active. AID 504845; also: % is scaled to controls: 0 for no effect and ±100 for the full control effect; nearly all actives have a fitted effect of over 75% in size; some results filed as inactive show a strong effect at the top dose
# Target sequence (P49798 whole entry, looked up): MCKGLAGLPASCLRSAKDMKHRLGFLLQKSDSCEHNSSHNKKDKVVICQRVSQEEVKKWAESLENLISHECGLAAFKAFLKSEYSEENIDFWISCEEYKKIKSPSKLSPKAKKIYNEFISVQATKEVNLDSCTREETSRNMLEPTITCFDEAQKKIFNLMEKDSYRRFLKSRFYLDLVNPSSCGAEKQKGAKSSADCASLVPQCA
#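 MLSMR compounds (23 nl, pin-transferred) preincubated 10 min at room temperature with a 500nM (2x) first reagent, then RGS4 at 900nM (2x) plus Transcreener GDP mix added; fluorescence polarization (620/688 nm) read before and after 90 min at 30 °C.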
# Vif-A3F inh: Vif-A3F binding inhibition | AID 602313 | 0.2% of 390,000 active | Potency, µM (top dose mostly 46.1 µM), without a hit: at the top dose activity, negative = active | HeLa A3F-eYFP + Vif (tagged APOBEC3F with the HIV-1 protein that degrades it), YFP fluorescence increase; also: % of control where 0% means no effect; nearly all actives have a fitted effect of over 65% in size
#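 HeLa cells stably expressing A3F-eYFP plus Vif, plated and incubated overnight at 37 deg C, then exposed to compounds overnight at 37 deg C. Blocked degradation read as raised yellow fluorescence (Ex 488/Em 500-530).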
# RXFP1 ag: RXFP1 (human) receptor agonism. HEK293T-RXFP1 cAMP TR-FRET, 30 min; response scale: percent of porcine relaxin response, buffer zero. Potency, µM (doses to about 57.5 µM), without a hit: top-dose activation, hits mostly activators. 0.3% of 370,000 active. AID 2676; also: % is scaled to controls: 0 for no effect and ±100 for the full control effect; nearly all actives have a fitted effect of over 60% in size; many of its hits are not listed in these tables
#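 HEK293 cells stably expressing RXFP1, treated 30 min at 37C with compounds plus PDE4 inhibitor Ro 20174; cAMP measured by HTRF TR-FRET. Normalized to buffer and 29 nM porcine relaxin; EC50 by Hill fit.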
# Vif-APOBEC3G blk: inhibitors of Vif-APOBEC3G interaction | Q9HC16 | 0.076% of 410,000 active | Potency, µM (top dose mostly 46.1 µM), for the others: at the top dose activity, negative = active, hits mostly inhibitors | HeLa A3G-eYFP + Vif (tagged APOBEC3G with the HIV-1 protein that degrades it), YFP fluorescence, overnight;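 also: % is scaled to controls: 0 for no effect and ±100 for the full control effect; nearly all actives have a fitted effect of over 60% in size; hits raise eYFP signal because A3G escapes Vif-driven loss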
#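 Read-out is eYFP fluorescence (Ex 488/Em 500-530) from Vif-expressing HeLa A3G-eYFP cells; more signal means A3G escaped Vif-mediated degradation. Cells plated overnight, compound pinned in, incubated overnight at 37 deg C.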
# TrxR1 substrate: rat thioredoxin reductase 1 substrate activity. O89049. purified TrxR1 substrate turnover, NADPH consumption readout. Potency, µM (doses to about 114 µM), for the others: at the top dose activity change, negative = substrate turnover. 0.01% of 390,000 active. AID 588456; also: % is scaled to controls: 0 for no effect and ±100 for the full control effect; nearly all actives have a fitted effect of over 50% in size
# Target sequence (O89049 whole entry, looked up): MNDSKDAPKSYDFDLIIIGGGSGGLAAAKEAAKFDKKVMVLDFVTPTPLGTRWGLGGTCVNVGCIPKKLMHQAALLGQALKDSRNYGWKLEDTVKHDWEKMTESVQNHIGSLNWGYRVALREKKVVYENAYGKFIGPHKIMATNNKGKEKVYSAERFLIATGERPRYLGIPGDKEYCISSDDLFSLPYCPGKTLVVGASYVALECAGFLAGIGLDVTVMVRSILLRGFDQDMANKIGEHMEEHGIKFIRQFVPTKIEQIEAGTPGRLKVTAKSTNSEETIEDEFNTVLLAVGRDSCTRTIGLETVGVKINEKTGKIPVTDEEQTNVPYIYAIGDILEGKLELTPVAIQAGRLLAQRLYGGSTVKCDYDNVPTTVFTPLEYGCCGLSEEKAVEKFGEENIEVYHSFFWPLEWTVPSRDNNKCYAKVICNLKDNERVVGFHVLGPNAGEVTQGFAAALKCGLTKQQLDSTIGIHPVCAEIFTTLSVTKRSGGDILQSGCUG
#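 Rat TrxR1, dispensed at 90 nM, was prereduced with 400 uM NADPH (final) for 5 min at ~22 deg C, then incubated with compound 15 min before 400 uM selenite. A first-read NADPH fluorescence drop versus no-compound background flagged substrates.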
# TrxR1 inh: blocks rat thioredoxin reductase 1 | O89049 | Potency, µM (series often up to 114 µM), for inactives: at the top dose activity change, negative = inhibition, most hits filed as inhibitors | recombinant rTrxR1, NADPH fluorescence consumption, selenite substrate | 1% of 390,000 active; also: % is scaled to controls: 0 for no effect and ±100 for the full control effect; nearly all actives have a fitted effect of over 65% in size
#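 Rat TrxR1 (90 nM in the dispensed reagent) was pre-reduced with 400 uM NADPH for 5 min at room temperature, then incubated with compound for 15 min. After 400 uM selenite was added, NADPH fluorescence (Ex 340/Em 450 nm) was followed for 8 min.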
# Active calls of the source: *; ? = inconclusive; . = not tested or not shown; & = joins results of further samples; [ ] = another dose, or the depositor's remark. Calls follow the shape of the dose curve; as a rule, active = well fitted curve in the direction sought with a large enough effect; inconclusive = small, poorly fitted or top-dose-only effect, or another doubt; inactive = no such curve, though single readings can be large; an effect the other way counts as inactive or inconclusive. Potency is read from the fitted curve at half-maximal effect. Some of the compounds tested. The share of hits here may be higher or lower than overall.
# Values run as follows: Vif-APOBEC3G blk	TrxR1 substrate	IDH1 R132H inh	12-LOX inh	USP1 inh	RGS4 inh	Vif-A3F inh	RXFP1 ag	TrxR1 inh
1: COc1cc(C2C3=C(CCCC3=O)Nc3[nH]n(-c4ccccc4)c(=O)c32)ccc1O (stereo not given)
  -3%	4%	9%	-21%&-28%	-7%	15%	-7%	-2.6%	-28%
2: CCC1(c2ccc(F)cc2)NC(=O)N(CC(=O)NCc2ccc(C)cc2)C1=O (stereo not given)
  2%	5%[57.1 µM]	4%	77%[activator]	-10%	13%	-3%	-0.9%	5%[57.1 µM]
3: COCC(=O)N(CCc1ccc(OC)c(OC)c1)Cc1nc2ccccc2c(=O)[nH]1
  2%	6%	0%	-2%	-8%	39%[11.4 µM]	-8%	-0.8%	23%
4: Cc1cc(NC(=O)c2ccoc2C)ccc1Br
  2%	-5%	9%	?	-20%	10%	-7%	1.5%	-5%
5: NC(=O)CCN1CCN(Cc2cn[nH]c2-c2cccc3ccccc23)CC1
  -1%	1%[57.1 µM]	8%	-4%	-20%	12%	-15%	1.4%	7%[57.1 µM]
6: CC(C)(C)OC(=O)N1CCc2onc(-c3ccc(Cl)cc3)c2C1=O
  0%	.	-3%	2%	5%	.	1%	.	.
7: O=C(C[n+]1ccc(C(=O)N/N=C/c2ccc(O)cc2)cc1)c1ccccc1
  0%	-7%	5%	26%	-16%	-25%	9%	0.6%	?
8: Cc1cccc(S(=O)(=O)NNC(=O)Cc2cccn2C)c1
  2%	20%	15%	?	-8%	?	-3%	0.6%	37%
9: COc1cccc(CCc2nnc(CCC(=O)NC(C)c3c(C)nn(C)c3C)o2)c1 (stereo not given)
  5%	2%[57.1 µM]	-14%	5%	-11%	1%	4%	1.1%	6%[57.1 µM]
10: CCCCCC(=O)Nc1ccc2ccccc2c1
  -12%	-11%	-1%	5%	-4%	-38%	-18%	3.2%	3%
11: Cc1cc(N)n(-c2ccc([N+](=O)[O-])cc2)n1
  0%	-13%	4%	-14%	-4%	18%	7%	-0.3%	17%[57.1 µM]
12: CCN(CCCNC(=O)c1cc2c(=O)n(CC)c3ccccc3c2s1)c1ccccc1
  1%	-4%	-3%	-9%	-21%	-5%	-1%	2.3%	20%
13: C=CCN(CC(=O)NCC1CCCO1)C(=O)CCC(=O)Nc1cc(C)on1 (stereo not given)
  2%	7%	-4%	0%	-21%	-13%	4%	0.0%	13%
14: CCCC(=O)OCC1CN(Cc2ccco2)S(=O)(=O)c2c(F)cccc2O1 (stereo not given)
  2%	0%	27%	?	-10%	-1%	6%	.	-15%
15: Cc1cc(C)nc(NC(=O)CSc2nnnn2-c2ccccc2)n1
  1%	2%	6%	-13%	-3%	11%	-1%	0.3%	4%
16: CCNc1nc(SC(C(C)=O)C(C)=O)nc(N(C)C)n1
  -1%	3%	-1%	?	-14%	-4%	-1%	-0.6%	-6%
17: COc1cc(C#N)ccc1OC(=O)C1CCN(C(=O)c2ccc(F)cc2)CC1
  1%	-5%[57.1 µM]	-2%	?	-18%	-24%	4%	4.0%	8%
18: COc1ccc(S(=O)(=O)N2CCC(C(=O)N3CCOCC3)CC2)cc1
  0%	9%	-2%	-4%	-5%	-42%	-14%	2.2%	18%
19: CNc1ccccc1C(=O)OCC(=O)N(CCOC)c1c(N)n(CC(C)C)c(=O)[nH]c1=O
  -3%	241%[activator]	-2%	-4%	-17%	-1%	10%	1.8%	?
20: COc1ccc(-c2ccc(CN3C(C(C)C)C(=O)N(Cc4cn(CC5CCCCC5)nn4)CCS3(=O)=O)cc2)cn1 (stereo not given)
  1%	.	7%	?	3%	.	-4%	.	.
21: Cc1ccc(-n2cnc3c(=O)[nH]cnc32)cc1
  -2%	-3%	-4%	-4%	-11%	9%	-19%	.	-6%
22: CSc1ccccc1OCc1cc(C(=O)N2CCC[C@H]2C(N)=O)no1
  -1%	6%	0%	2%	-23%	4%	-2%	1.2%	21%
23: CSC(=NNC(=O)c1ccc(O)cc1)SC
  0%	-10%	4%	410%[activator]	3%	-2%	4%	0.5%	-12%
24: O=C(NCc1ccccc1)c1cccn1-c1nnc(N2CCCCC2)s1
  -1%	-5%[57.1 µM]	40%[activator]	-29%	?	5%	-1%	0.1%	5%[57.1 µM]
25: O=C(O)c1c[nH]c2nccnc12
  0%	.	9%	8%	-14%	.	0%	.	.
26: NC(=O)c1cc(S(=O)(=O)N2CCN(c3cccc(Cl)c3)CC2)cs1
  2%	-13%	-12%	9%	-7%	36%	-1%	-2.1%	-6%
27: COc1ccc(CNC(=O)c2ccc(Cn3cc(Cl)cn3)o2)cc1
  -1%	2%	0%	-12%	-33%	-13%	5%	-0.2%	-13%
28: CNc1ccccc1C(C)(C)c1cc(-c2ccco2)n[nH]1
  0%	-9%	0%	?	-17%	-27%	1%	0.7%	?
29: O=C(Nc1ccc(OC(F)(F)F)cc1)c1cccc(-n2cnnn2)c1
  4%	-5%	4%	6%	-20%	-25%	-4%	1.4%	7%
30: COc1cc(/C=N/NC(=O)c2cc(-c3cccc(OC(C)C)c3)nc3ccccc23)ccc1O
  -4%	-15%[57.1 µM]	6%	20%	-3%	7%	3%	.	-14%[57.1 µM]

# Limited to RXFP1 ag, for some of the entries so far:
cpd	SMILES	RXFP1 ag
3	COCC(=O)N(CCc1ccc(OC)c(OC)c1)Cc1nc2ccccc2c(=O)[nH]1	-0.8%
4	Cc1cc(NC(=O)c2ccoc2C)ccc1Br	1.5%

# (next part)
# Values run as follows: Vif-APOBEC3G blk	TrxR1 substrate	IDH1 R132H inh	12-LOX inh	USP1 inh	RGS4 inh	Vif-A3F inh	RXFP1 ag	TrxR1 inh
31: CC(NC(=O)C12CC3(C)CC(C)(CC(C)(C3)C1)C2)C(=O)O (stereo not given)
  -3%	6%	0%	-6%	-11%	-2%	-3%	0.3%	11%[57.1 µM]
32: O=C(COC(=O)C1CCN(S(=O)(=O)c2ccccc2)CC1)NCCc1ccccc1
  1%	6%	4%	120%[activator]	-20%	23%	-18%	0.8%	25%
33: Cc1cccc2nc(-c3ccc(Cl)s3)c(Nc3ccc4c(c3)OCCO4)n12
  -7%	8%	0%	-24%	-18%	-24%	1%	3.1%	17%
34: CCn1c(-c2ccc(C(C)(C)C)cc2)n[nH]c1=S
  -3%	-2%	-2%	16µM*	-6%	?	0%	0.4%	-11%[57.1 µM]
35: O=C(Nc1ccc(F)cc1Cl)c1ccc2c(=O)n3c(nc2c1)CCCCC3
  0%	-3%	3%	-17%	-7%	-19%	.	1.7%	-5%
36: COc1ccc(N2C(=O)N3[C@H](c4ccc(Cl)cc4)[C@@H]4C(=O)N(C5CCCCC5)C(=O)[C@@H]4[C@]3(C)C2=O)cc1
  0%	-9%	0%	-20%	-19%	5%	0%	-1.1%	14%
37: COc1cc(C(CC(=O)N2CCOCC2)c2c(OC)cc(OC)c3c(-c4ccccc4)cc(=O)oc23)cc(OC)c1OC (stereo not given)
  0%	-11%	.	.	.	0%	.	.	-14%
38: CCn1c(SCC(=O)Nc2ccc(NC(C)=O)cc2)nnc1C1CC1
  1%	-4%	2%	?	-18%	-46%	6%	-0.9%	-7%
39: CCc1noc(C)c1C(=O)NNC(=O)c1nn(C)c(=O)c2ccccc12
  -12%	1%	-10%	4%	-4%	4%	-5%	8.3%	22%
40: O=C(c1cc(-c2ccc(Cl)cc2Cl)on1)N1CCN(C(=O)c2ccco2)CC1
  0%	0%	0%	-29%	-14%	43%	3%	-1.8%	-15%
41: C(=Nc1cccc2c(N=Cc3ccco3)cccc12)c1ccco1
  0%	156%[activator]	-1%	.	?	?	-3%	0.4%	-15%
42: Cc1ccc(NCc2nnc(SCC(=O)Nc3ncc(C)s3)n2Cc2ccco2)c(C)c1
  -9%	-3%[57.1 µM]	6%	3%	3%	29%	-26%	1.8%	6%[57.1 µM]
43: CCC(Cc1ccccc1)NC(=O)c1ccc2nc(N3CCC(C)CC3)sc2c1 (stereo not given)
  4%	-2%	-2%	0%	-14%	-6%	-3%	0.7%	7%
44: Cc1ccc(-c2nnc(Nc3ccc(OCC(N)=O)cc3)c3ccccc23)cc1S(=O)(=O)NCC1CCCO1 (stereo not given)
  -8%	5%	6%	-5%	-24%	-1%	-6%	0.1%	11%
45: CCNC(=S)NNC(=O)c1ccc(=O)n(Cc2ccccc2)c1
  -4%	8%	-3%	-4%	-19%	4%	5%	0.8%	10%[57.1 µM]
46: N#C/C(=C/c1ccc(N2CCCCC2)o1)c1cccc(F)c1
  ?	-9%	10%	10µM*	18µM*	-112%	10µM*	0.4%	7.1µM*
47: CCCOc1ccc(N2CC(C(=O)Nc3ccccc3F)CC2=O)cc1 (stereo not given)
  -4%	1%	2%	-12%	-26%	-1%	-1%	-0.8%	10%
48: O=C(Nc1nccs1)c1cc(S(=O)(=O)N2CCOCC2)c(Cl)cc1Cl
  2%	-2%	-3%	4%	-16%	-3%	-18%	2.7%	9%
49: CCOc1ccccc1-n1c(SCC(=O)NCc2ccco2)nnc1-c1ccncc1
  0%	0%	6%	6%	-4%	-7%	-5%	0.5%	-18%
50: c1ccc(CNc2nc(NCc3ccccc3)c3ccccc3n2)cc1
  0%	18%[57.1 µM]	-14%	?	-19%	-3%	-1%	1.2%	13%
